DRD3 agonist: qHTS of D3 Dopamine Receptor Agonist: qHTS | max activation, % | actives 0.58% (n = 410,000) | D(3) dopamine receptor (Homo sapiens), P35462 | D3R DiscoveRx beta-arrestin cells, luminescence, 90 min | AID 652048, 2013; in the data active means max activation above about 30%; further: 0% is about no effect; mostly tested at two doses, the higher about 12 µM
Target sequence (P35462 whole entry, looked up): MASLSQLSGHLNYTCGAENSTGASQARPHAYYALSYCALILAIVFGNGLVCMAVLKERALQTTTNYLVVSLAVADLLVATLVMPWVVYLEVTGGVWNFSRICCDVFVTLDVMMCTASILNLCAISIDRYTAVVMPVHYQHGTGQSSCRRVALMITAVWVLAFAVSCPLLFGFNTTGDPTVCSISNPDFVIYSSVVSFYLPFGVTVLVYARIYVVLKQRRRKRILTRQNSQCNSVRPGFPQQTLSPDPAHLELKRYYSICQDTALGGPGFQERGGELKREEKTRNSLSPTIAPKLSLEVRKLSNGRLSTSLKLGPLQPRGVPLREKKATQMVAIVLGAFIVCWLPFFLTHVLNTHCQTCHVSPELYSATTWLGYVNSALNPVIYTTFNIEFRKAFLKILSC
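Agonist mode: compounds and dopamine controls were applied to plated cells for 90 min at 37 degrees C after an overnight attachment at 1500 cells/well. Luminescent read-out followed 30 - 60 minutes at room temperature with DiscoveRx detection reagent.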
GLP-1R agonist: qHTS of GLP-1 Receptor Agonists; HEK293 GLP-1R CRE-luciferase, luminescence, 4-6 h; cells express a hypersensitive GLP-1R form; Potency, µM (series often up to 45.6 µM), for inactives: top-dose activation, hits mostly activators; AID 624172, 2012; actives 0.007% (n = 380,000); Glucagon-like peptide 1 receptor (Homo sapiens), P43220; further: potency means the concentration at half of the fitted maximal effect; % of control where 0% means no effect
Target sequence (P43220 whole entry, looked up): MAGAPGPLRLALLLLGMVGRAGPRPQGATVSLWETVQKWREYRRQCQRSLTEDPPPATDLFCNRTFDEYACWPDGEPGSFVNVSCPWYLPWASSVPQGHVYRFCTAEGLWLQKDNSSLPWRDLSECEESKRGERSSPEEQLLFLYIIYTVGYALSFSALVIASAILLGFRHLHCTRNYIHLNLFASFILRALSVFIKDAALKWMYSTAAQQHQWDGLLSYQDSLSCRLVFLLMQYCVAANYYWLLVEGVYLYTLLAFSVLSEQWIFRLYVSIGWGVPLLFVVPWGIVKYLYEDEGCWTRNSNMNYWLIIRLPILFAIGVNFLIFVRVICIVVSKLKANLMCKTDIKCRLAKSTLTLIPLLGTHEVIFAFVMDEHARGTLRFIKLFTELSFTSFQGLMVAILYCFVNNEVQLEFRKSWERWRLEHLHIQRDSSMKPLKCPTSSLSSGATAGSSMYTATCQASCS
KB-V1 cytotox: qHTS assay for MDR1-selective chemotherapeutics: Primary screen using the drug-selected MDR subline cells KB-V1 | KB-V1 MDR cells viability, CellTiter-Glo, 72 h | Potency, µM (titrated, usually from 46.1 µM), for the others: at the highest dose activity change, negative = cytotoxicity, usual class: cytotoxic | actives 3.4% (n = 400,000) | AID 1347076, 2019; further: potency means the concentration at half of the fitted maximal effect; on the % scale 0 is the no-effect control and ±100 the full control effect; nearly all actives have a fitted effect of over 60% in size
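KB-V1 cells (P-gp-expressing MDR subline of KB-3-1) in phenol-red-free DMEM with 10% FBS were exposed to library compounds over a concentration series for 72 h at 37 degrees C. Viability read by CellTiter-Glo luminescence; concentration-effect curves fitted after normalization.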
GLP1R cytotox: qHTS of GLP-1 Receptor Inverse Agonists: Cytotox Screen; Potency, µM (doses to about 38.3 µM), for inactives: at the highest dose activity change, negative = inhibition, usual class: inhibitors; AID 624418, 2012; actives 0.13% (n = 410,000); HEK293 cAMP-luciferase reporter cells, luminescence, 24 h;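 further: loss of luciferase light is scored as toxicity; potency means the concentration at half of the fitted maximal effect; on the % scale 0 is the no-effect control and ±100 the full control effect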
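Step one: seed cells (200 cells/uL, DMEM with 10% Nu serum, 1% pen-strep). Step two: 12-hour incubation at 37 deg C. Step three: pin 23 nL compound, incubate 24 hr. Step four: add luciferase reagent, read luminescence 12 min later.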
PTHR1 agonist: qHTS for PTHR1 Agonists: Primary Screen; Parathyroid hormone/parathyroid hormone-related peptide receptor (Homo sapiens), Q03431; HEK293 GP2 PTHR1 cells, GloSensor cAMP luminescence, 1 h; Potency, µM (top dose mostly 115 µM), without a hit: top-dose activation, actives largely listed as activators; actives 0.075% (n = 410,000); further: potency means the concentration at half of the fitted maximal effect; nearly all actives have a fitted effect of over 55% in size; some results filed as inactive show a strong effect at the top dose; inactives centre near -15; many of its hits are not listed in these tables
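HEK-293-derived GP2 cells expressing PTHR1 and a GloSensor cAMP reporter, 3,000/well, plated overnight, given luciferin plus IBMX (each 0.5 mM as added) for 1 h at 37 °C, then compound for 1 h at 37 °C. Luminescence was read after 15 min at room temperature.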
D3 antag: qHTS of D3 Dopamine Receptor Antagonist: qHTS; D3R cells, DiscoveRx beta-arrestin luminescence, antagonist mode; active compounds read low; max response, negative = inhibition, %; actives 2.5% (n = 360,000); AID 652054, 2013; in the data active means max response below about -50%; inconclusive means no clear call, values can overlap the other calls; further: on the % scale 0 is the no-effect control and ±100 the full control effect; mostly tested at two doses, the higher about 12 µM
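Cells plated overnight at 1500 cells/well, then exposed to library compounds with dopamine controls for 90 minutes at 37 degrees C. DiscoveRx reagent added for 30–60 minutes at room temperature; luminescence read, quantitative HTS format.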
TDP43 rescue: qHTS of TDP-43 Inhibitors; AID 652104, 2013; actives 1.8% (n = 410,000); Potency, µM (highest dose often 46.1 µM), for the others: at the highest dose growth rescue (activation), most hits filed as activators; TDP-43 expressing yeast growth rescue, BacTiter-Glo, 24 h; further: potency means the concentration at half of the fitted maximal effect; % of control where 0% means no effect; nearly all actives have a fitted effect of over 50% in size
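Luminescence from BacTiter-Glo reports growth of TDP-43-expressing yeast after 24 hr at 30 deg C with compound. Cells were raffinose-pregrown to mid-log, then seeded in galactose medium at OD600=0.02.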
aSyn yeast inh: qHTS of alpha-syn Inhibitors. actives 0.14% (n = 370,000). Potency, µM (highest dose often 46.1 µM), for inactives: at the highest dose growth rescue (activation), most hits filed as activators. AID 652106, 2013. Yeast expressing alpha-synuclein, growth rescue, BacTiter-Glo, 24 h; further: potency means the concentration at half of the fitted maximal effect; % of control where 0% means no effect; nearly all actives have a fitted effect of over 65% in size
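Readout is rescue of growth in alpha-synuclein-expressing yeast, so inhibitors of toxicity appear as activators. Growth after 24 hr at 30 deg C in galactose medium is quantified by luminescence.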
GLP-1R inv ag: qHTS of GLP-1 Receptor Inverse Agonists (Inhibition Mode). Glucagon-like peptide 1 receptor (Homo sapiens), P43220. HEK293 GLP-1R CRE-luciferase, luminescence, 24 h; GLP-1R form is constitutively active. Potency, µM (titrated, usually from 38.3 µM), for inactives: at the top dose activity change, negative = inhibition, most hits filed as inhibitors. actives 1.6% (n = 410,000); further: potency means the concentration at half of the fitted maximal effect; on the % scale 0 is the no-effect control and ±100 the full control effect; nearly all actives have a fitted effect of over 55% in size
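Using stably transfected HEK293 (constitutively active GLP-1R, cAMP-luciferase reporter), compounds were incubated 24 hr and luciferase measured by luminescence.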
Active calls of the source: *; [ ] = remark or other dose. Unless noted, the call rests on the fitted dose curve; in most records, active means well fitted curve in the direction sought with a large enough effect; inconclusive means small, poorly fitted or top-dose-only effect, or another doubt; inactive means no such curve, though single readings can be large; an effect the other way counts as inactive or inconclusive.

What do the screens show for `Cc1cc(C)n2nnnc2c1C#N`?
DRD3 agonist: 10.1; GLP-1R agonist: 2.4%; KB-V1 cytotox: -4.1%; GLP1R cytotox: -6.5%; PTHR1 agonist: 6.6%; D3 antag: -18.3; TDP43 rescue: 15.7%; aSyn yeast inh: -2.3%; GLP-1R inv ag: 31.9%[activator]

What do the screens show for `CCOc1ccc(NC(=O)c2ccc(C#CC(C)(C)O)cc2)cc1`?
DRD3 agonist: -0.3; GLP-1R agonist: -9.9%; KB-V1 cytotox: -2.8%; GLP1R cytotox: -14.7%; PTHR1 agonist: inactive; D3 antag: 9.5; TDP43 rescue: -13.1%; aSyn yeast inh: -1.5%; GLP-1R inv ag: 6.7%

How did CCOC(=O)C1CCCN(C(=O)c2cc(S(=O)(=O)N3CCCCC3)ccc2Cl)C1 (stereo unspecified) do in these assays?
DRD3 agonist: -4.9; GLP-1R agonist: 4.9%; KB-V1 cytotox: -15.0%; GLP1R cytotox: -8.4%; PTHR1 agonist: -73.0%[inhibitor]; D3 antag: -4.4; TDP43 rescue: -1.5%; aSyn yeast inh: 0.9%; GLP-1R inv ag: inconclusive

Results for CC(Oc1cccc2ccccc12)C(=O)N/N=C/c1cccnc1 (stereo unspecified) ?
DRD3 agonist: -3.3; GLP-1R agonist: -2.2%; KB-V1 cytotox: -8.3%; GLP1R cytotox: 3.0%; PTHR1 agonist: inactive; D3 antag: -19.3; TDP43 rescue: -12.2%; aSyn yeast inh: 0.5%; GLP-1R inv ag: inconclusive

How did CCOc1ccccc1CNn1nnnc1N do in these assays?
DRD3 agonist: 5.1; GLP-1R agonist: -12.0%; KB-V1 cytotox: 1.9%; GLP1R cytotox: 9.6%; PTHR1 agonist: inactive; D3 antag: 28.6; TDP43 rescue: 8.0%; aSyn yeast inh: -1.9%; GLP-1R inv ag: 1.3%

What do the screens show for `COc1ccc(NC(=O)c2cccc(OS(=O)(=O)N(C)C)c2)cc1`?
DRD3 agonist: -0.4; GLP-1R agonist: 13.1%; KB-V1 cytotox: 0.0%; GLP1R cytotox: 0.0%; PTHR1 agonist: -21.8%; D3 antag: 0.4; TDP43 rescue: -6.6%; aSyn yeast inh: -9.0%; GLP-1R inv ag: inconclusive

What do the screens show for `CSCCC(NS(=O)(=O)c1ccc2c(c1)oc(=O)n2C)C(=O)N1CCN(c2cc(Cl)ccc2C)CC1` (stereo unspecified)?
DRD3 agonist: -13.2; GLP1R cytotox: -9.3%; PTHR1 agonist: inactive; TDP43 rescue: 1.1%; GLP-1R inv ag: inconclusive

Results for COc1ccc2nc(Cl)c(C#N)cc2c1 ?
DRD3 agonist: 5.0; GLP-1R agonist: 7.0%; KB-V1 cytotox: 13.8%; GLP1R cytotox: -13.4%; PTHR1 agonist: -4.8%; D3 antag: 14.1; TDP43 rescue: 3.3%[9.22 µM]; aSyn yeast inh: 0.5%; GLP-1R inv ag: 2.2%

Results for COc1cccc(-c2noc(-c3cccnc3)n2)c1 ?
DRD3 agonist: 2.7; GLP-1R agonist: 7.3%; KB-V1 cytotox: 6.5%; GLP1R cytotox: -1.2%; PTHR1 agonist: -18.4%; D3 antag: 9.4; TDP43 rescue: 18.9%; aSyn yeast inh: -7.4%; GLP-1R inv ag: -3.2%

What do the screens show for `CCOC(=O)Cc1csc(N/N=C/c2cccc([N+](=O)[O-])c2)n1`?
DRD3 agonist: -13.1; GLP-1R agonist: 18.0%; KB-V1 cytotox: 3.5%; GLP1R cytotox: 9.5%; PTHR1 agonist: -35.8%[inhibitor]; D3 antag: -19.3; TDP43 rescue: -13.1%; aSyn yeast inh: -7.7%; GLP-1R inv ag: 1.5%

Results for CCCCCCCc1nc2sc3c(c2c(=O)n1N)CC(C)(C)OC3 ?
DRD3 agonist: -5.2; GLP-1R agonist: 5.7%; KB-V1 cytotox: 3.4%; GLP1R cytotox: -6.7%; PTHR1 agonist: -18.0%; D3 antag: 3.1; TDP43 rescue: -14.1%; aSyn yeast inh: 4.1%; GLP-1R inv ag: 12.2%

How did COc1ccc(-c2nc3c(s2)CCc2onc(-c4ccc(Br)cc4)c2-3)cc1 do in these assays?
DRD3 agonist: 31.5*; GLP-1R agonist: 1.5%; KB-V1 cytotox: 21.1%; GLP1R cytotox: -10.1%; PTHR1 agonist: inactive; D3 antag: -4.0; TDP43 rescue: 5.1%; aSyn yeast inh: -25.2%; GLP-1R inv ag: 3.4%

Results for O=CN1CCN(C(=O)c2cccc([N+](=O)[O-])c2)CC1 ?
DRD3 agonist: 5.6; GLP-1R agonist: -3.4%; KB-V1 cytotox: 0.0%; GLP1R cytotox: -7.1%; PTHR1 agonist: -9.1%; D3 antag: -5.3; TDP43 rescue: -9.3%; aSyn yeast inh: -5.3%; GLP-1R inv ag: 18.5%

Results for COc1ccc(OC)c(N(CC(=O)NCCc2ccc(OC)c(OC)c2)S(=O)(=O)c2ccccc2)c1 ?
DRD3 agonist: 3.1; GLP-1R agonist: 12.1%; KB-V1 cytotox: inconclusive; GLP1R cytotox: -13.9%; PTHR1 agonist: -10.0%; D3 antag: 3.5; TDP43 rescue: inconclusive; aSyn yeast inh: 7.8%; GLP-1R inv ag: 26.2%

How did CCc1cc(=O)oc2c3c(cc(OCC(=O)NCCCn4ccnc4)c12)OC(C)(C)CC3 do in these assays?
DRD3 agonist: 2.4; GLP-1R agonist: 4.6%; KB-V1 cytotox: -3.3%; GLP1R cytotox: 6.5%; PTHR1 agonist: inactive; D3 antag: -15.7; TDP43 rescue: -3.2%; aSyn yeast inh: -4.1%; GLP-1R inv ag: inconclusive

What do the screens show for `COc1ccc(S(=O)(=O)N2CCOCC2)cc1NC(=O)Cc1cccs1`?
DRD3 agonist: 4.3; GLP-1R agonist: 1.8%; KB-V1 cytotox: 0.0%; GLP1R cytotox: -4.4%; PTHR1 agonist: inactive; D3 antag: 17.3; TDP43 rescue: 8.7%; aSyn yeast inh: -2.7%; GLP-1R inv ag: 23.3%

Results for CC(C)CN(C(=O)c1cc([N+](=O)[O-])cc([N+](=O)[O-])c1)C1CCS(=O)(=O)C1 (stereo unspecified) ?
DRD3 agonist: -11.2; GLP-1R agonist: -0.6%; KB-V1 cytotox: -0.1%; GLP1R cytotox: 8.0%; PTHR1 agonist: inactive; D3 antag: 4.8; TDP43 rescue: 7.4%; aSyn yeast inh: 0.5%; GLP-1R inv ag: 18.4%

What do the screens show for `CCOC(=O)c1cccc(NC(=O)Cn2nc3c(cc2=O)CCCC3)c1`?
DRD3 agonist: 5.0; GLP1R cytotox: 3.6%; PTHR1 agonist: inactive; TDP43 rescue: 7.9%; GLP-1R inv ag: 0.6%

What do the screens show for `CCOc1ccccc1NC(=O)CCCNC(=O)Cn1cnc2sc(C)c(C)c2c1=O`?
DRD3 agonist: -4.8; GLP-1R agonist: 16.7%; KB-V1 cytotox: -14.4%; GLP1R cytotox: -0.4%; PTHR1 agonist: inactive; D3 antag: -16.7; TDP43 rescue: -18.7%; aSyn yeast inh: 0.0%; GLP-1R inv ag: -6.5%

Results for CC(C)CNC(=O)C1CC(=O)OC12CCCCC2 (stereo unspecified) ?
DRD3 agonist: 3.5; GLP-1R agonist: 9.6%; KB-V1 cytotox: 4.6%; GLP1R cytotox: 18.1%; PTHR1 agonist: inactive; D3 antag: -12.1; TDP43 rescue: -14.8%; aSyn yeast inh: -1.7%; GLP-1R inv ag: 10.6%

What do the screens show for `C=CCn1c(=N)c(C#N)cc2c(=O)n3ccccc3nc21`?
DRD3 agonist: -6.4; GLP-1R agonist: 8.4%; KB-V1 cytotox: -2.9%; GLP1R cytotox: 133.4%[activator]; PTHR1 agonist: -4.9%[57.5 µM]; D3 antag: 38.5; TDP43 rescue: -10.2%; aSyn yeast inh: -1.1%; GLP-1R inv ag: 1.8%

Results for Cc1ccc(N(C(=O)c2csnn2)C(C(=O)NC(C)(C)C)c2cccs2)cc1 (stereo unspecified) ?
DRD3 agonist: 1.7; GLP-1R agonist: 3.8%; KB-V1 cytotox: -19.5%; GLP1R cytotox: -34.4%; PTHR1 agonist: -1.0%[57.5 µM]; D3 antag: 11.2; TDP43 rescue: -9.2%; aSyn yeast inh: -0.6%; GLP-1R inv ag: 10.3%

How did COc1ccc(CNC(=O)C(NS(=O)(=O)c2ccc3c(c2)CCCN3C(C)=O)C(C)C)cc1 (stereo unspecified) do in these assays?
DRD3 agonist: -14.6; GLP-1R agonist: 11.7%; KB-V1 cytotox: -14.4%; GLP1R cytotox: 14.7%; PTHR1 agonist: inactive; D3 antag: -24.8; TDP43 rescue: -28.2%; aSyn yeast inh: 0.3%; GLP-1R inv ag: 0.7%

How did Cc1ccccc1C(NC(=O)C1CCN(Cc2ccc(Oc3ccccc3)cc2)CC1)c1ccsc1 (stereo unspecified) do in these assays?
DRD3 agonist: -13.7; GLP-1R agonist: -8.1%; KB-V1 cytotox: inconclusive; GLP1R cytotox: -7.7%; PTHR1 agonist: 5.2%; D3 antag: -56.3*; TDP43 rescue: -19.6%; aSyn yeast inh: -35.6%[inhibitor]; GLP-1R inv ag: inconclusive

How did COC(=O)c1ccc(NS(=O)(=O)c2c(C)nc3sccn3c2=O)cc1 do in these assays?
DRD3 agonist: 1.3; KB-V1 cytotox: inconclusive; GLP1R cytotox: 4.1%; PTHR1 agonist: 13.0%; TDP43 rescue: 0.0%; GLP-1R inv ag: 3.2%

Source: PubChem

Not all compounds are listed (hit frequency here may not be typical).
